S1P3 antag – S1P3 (human) receptor antagonism | Q99500 | CHO S1P3 NFAT-BLA reporter, FRET fluorescence, antagonist mode | inhibition, % at 4.98 µM | 170,000 tested, 0.27% active | AID 485;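 active = inhibition above the plate cutoff, the mean inhibition of test wells on that plate plus 3 SD, cut at about 28% in these data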;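 also: cells challenged with S1P at its EC80 of 0.8 µM; blue over green emission ratio from cleaved BLA substrate after 4 h stimulation; 0% = S1P-stimulated wells and 100% = unstimulated DMSO-only wells; some compounds past the cut are filed as inactive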
Target sequence (Q99500 whole entry, looked up): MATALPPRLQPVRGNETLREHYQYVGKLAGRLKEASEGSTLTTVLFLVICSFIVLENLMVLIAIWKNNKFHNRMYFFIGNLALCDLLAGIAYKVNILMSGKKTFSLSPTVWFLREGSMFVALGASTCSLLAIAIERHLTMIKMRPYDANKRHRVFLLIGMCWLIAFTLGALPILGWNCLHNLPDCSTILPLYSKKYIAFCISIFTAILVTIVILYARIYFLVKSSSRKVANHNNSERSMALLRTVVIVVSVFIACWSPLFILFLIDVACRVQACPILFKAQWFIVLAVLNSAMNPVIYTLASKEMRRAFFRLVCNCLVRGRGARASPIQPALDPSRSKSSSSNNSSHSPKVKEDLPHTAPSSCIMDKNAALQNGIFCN
Hsp70 act – Hsp70 transcriptional activation, primary screen; HeLa Hsp70 promoter luciferase reporter, luminescence; scaled: vehicle 0, proteasome-inhibitor control 100%; activation, % at 10 µM; 200,000 tested, 0.04% active;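 active = activation above the mean across all tested compounds plus 3 SD, cutoff set per campaign, cut at about 5.5% in these data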;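 also: 100% = MG132 at 30 µM as the positive control and 0% = DMSO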
TNAP inh noacc – TNAP (human) inhibition, acceptor-free conditions. inhibition, % at 20 µM. 200,000 tested, 0.26% active. purified TNAP, CDP-star luminescence, 30 min. P05186. AID 1012;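 active = tissue-nonspecific alkaline phosphatase inhibition above about 50% at 20 µM in the single-dose screen, limit read from the data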;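 also: 0% = DMSO negative control and 100% = EDTA positive control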
PMI act hi M6P – PMI (human) activation, high substrate. P34949. coupled PMI enzyme assay, resazurin fluorescence, 20 min; hits give high values; 1 = untreated enzyme, 0 = substrate-free blank. activation factor at 20 µM. 190,000 tested, 0.34% active;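 active = activation factor of 2 or more at 20 µM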
Target sequence (P34949 whole entry, looked up): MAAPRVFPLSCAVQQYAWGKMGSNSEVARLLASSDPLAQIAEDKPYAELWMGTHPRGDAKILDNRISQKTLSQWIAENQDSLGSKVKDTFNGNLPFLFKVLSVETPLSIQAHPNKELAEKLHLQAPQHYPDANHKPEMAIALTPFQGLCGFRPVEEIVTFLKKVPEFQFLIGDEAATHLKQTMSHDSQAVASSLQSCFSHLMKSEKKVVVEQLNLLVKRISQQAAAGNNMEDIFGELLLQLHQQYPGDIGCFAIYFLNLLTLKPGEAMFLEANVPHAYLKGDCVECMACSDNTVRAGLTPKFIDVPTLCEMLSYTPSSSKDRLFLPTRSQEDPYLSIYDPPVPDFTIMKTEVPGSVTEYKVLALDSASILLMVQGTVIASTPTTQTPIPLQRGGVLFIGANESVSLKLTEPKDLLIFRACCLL
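Test system: human phosphomannose isomerase with PGI, G6PDH, diaphorase coupling enzymes / Doses: 20 µM compound, 1% DMSO / Times: enzyme reaction with compound 20 min at room temperature / Measured by: Diaphorase-driven resazurin-to-resorufin fluorescence, excitation 544, emission 590 nm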
TNAP inh hi DEA – blocks human TNAP under high phosphate acceptor concentration; inhibition, % at 20 µM; AID 1135; 200,000 tested, 0.03% active; purified TNAP, CDP-star luminescence, 1 M DEA; P05186;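 active = over 50% inhibition of tissue-nonspecific alkaline phosphatase at 20 µM in the single-dose screen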;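 also: plate controls were DMSO wells for no effect and EDTA-quenched wells as full inhibition for full effect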
Redox H2O2 prof – compounds producing H2O2 with reducing agent – biochemical, NIH compound library profiling, artefact control for MLSCN library redox annotation, primary screen. DTT-dependent redox cycling H2O2, phenol red/HRP absorbance; 100% = 100 µM peroxide control, 0% = buffer. activation, % at 10 µM. 200,000 tested, 0.03% active. AID 878;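 active = activation of at least 50% relative to the plate's high and low controls in the primary single-dose screen; inactive = activation below 50%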;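 also: compound incubated with DTT at 0.8 mM final as the reducing agent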
HMGR II inh – E. faecalis class II HMG-CoA reductase inhibition. 190,000 tested, 0.41% active. inhibition, % at 10 µM. purified E. faecalis HMGR, NADPH absorbance 340 nm kinetic;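 active = inhibition above a set limit, the median over all tested compounds plus 3 SD, cut at about 9.5% in these data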;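 also: enzyme runs in reverse so mevalonate oxidation gives rising NADPH absorbance; 0% = complete reaction with DMSO and 100% = background rate lacking mevalonate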
L major viab – Leishmania major promastigote growth inhibition; Leishmania major promastigotes, resazurin fluorescence viability; inhibition, % at 10 µM; 200,000 tested, 9% active; in the data active = inhibition above about 50%;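 also: promastigotes grown with compound for 44 hours at 28 °C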
RAM network inh – blocks the yeast RAM network; S. cerevisiae dse1pr::URA3 reporter, 5-FOA growth OD615, 2 d; analog-sensitive cbk1-as2 kinase mutant strain; inhibition, % at 50 µM; 190,000 tested, 1.8% active; AID 868;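 active = inhibition above a set limit, 3 SD over mean compound inhibition, cut at about 8.4% in these data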;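 also: 0% = DMSO-only wells with no growth and 100% = 10 µM 1-NA-PP1 full growth; inhibition rescues growth on 5-FOA so higher OD means more RAM inhibition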
PMI activator – increases human mannose-6-phosphate isomerase activity | P34949 | purified human PMI, coupled resazurin fluorescence, 20 min; hits give high values; 1 = vehicle control, 0 substrate-free wells | activation factor at 20 µM | 190,000 tested, 0.005% active | AID 1214;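 active = activation factor of 2 or more at 20 µM, relative to plate controls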
* hit, by the source's call; . = no result given.

SMILES	S1P3 antag	Hsp70 act	TNAP inh noacc	PMI act hi M6P	TNAP inh hi DEA	Redox H2O2 prof	HMGR II inh	L major viab	RAM network inh	PMI activator
CC(=O)NS(=O)(=O)c1cccnc1Nc1cccc(Cl)c1	.	0.2	-4	1	2	0.1	-1	-6	-0.8	1
Cc1cc(Oc2ccccc2)nc(SCC(N)=O)n1	-14	0.0	-15	1	-4	1.1	-1	-6	2.3	1
COC(=O)c1ccc(CN(Cc2ccc(C(=O)OC)o2)C(C)(C)C)o1	-10	-0.2	-6	1	0	-0.3	-5	97*	0.8	1
COc1cccc(Nc2nc(-c3ccc(O)cc3)cs2)c1	.	-0.2	-7	0.6	-4	2.3	-3	19	2.9	0.8
CC(C)Cc1nnc(NC(=O)Cc2cccs2)s1	2	1.0	1	1.4	4	-0.7	2	-14	4.4	1.5
CC(C)CNS(=O)(=O)c1ccc(CCC(=O)NC2CCCC2)cc1	-18	0.2	-8	1.1	-7	0.5	0	2	0.2	1.1
O=S(=O)(Oc1ccccc1/C=N/n1cnnc1)c1ccccc1	5	-0.3	-12	0.6	7	-2.0	4	1	0.1	0.8
CCC1(c2ccccc2)NC(=O)N(CC(=O)Nc2cccc(C#N)c2)C1=O (stereo unspecified)	17	-0.1	-7	1	-5	-1.9	-7	1	2.3	0.8
O=[N+]([O-])c1ccc(N2CCN(c3ccccc3O)CC2)c(Cl)c1	5	-0.1	-1	0.8	1	0.0	0	-4	2.3	0.9
CCC(=O)NC(=S)Nc1ccc(OC)cc1OC	-9	-0.3	0	1.1	-5	0.3	0	0	-0.4	1.1
CCC(C)Nc1nc2c(c(=O)n(C)c(=O)n2C)n1Cc1cccc(C)c1 (stereo unspecified)	-10	-0.3	-8	1	-1	0.0	-1	83*	4.2	1
O=[N+]([O-])c1ccccc1S(=O)(=O)Oc1ccc(C(=S)N2CCOCC2)cc1	1	-0.2	-20	1.1	1	-0.3	1	81*	2.2	0.9
CCn1c(COc2cccc(C)c2C)nnc1SCC(=O)N1CCN(c2ccc(OC)cc2)CC1	.	-0.2	10	0.9	1	-3.8	-4	2	8.8*	1
COc1ccc(C(=O)NC(C)(C)C)cc1S(=O)(=O)N1CCCC1	.	0.3	-16	1	-1	0.2	-5	0	0.7	1
CC1C(=O)CCCCCCCCCC2C1(N1CCOCC1)CS2(=O)=O (stereo unspecified)	.	0.0	-8	1.3	-1	0.6	4	-3	1.8	1.3
CC(=O)c1nnn(-c2nc(N3CCCC3)nc(N(c3ccccc3)c3ccccc3)n2)c1C	-13	-0.1	-13	0.9	-3	0.1	-7	-7	4.0	0.9
CCCCN(CC)CCCNC(=O)Cn1nc(Cc2ccncc2)c2ccccc2c1=O	-16	0.0	-2	1	-3	0.4	3	-4	2.6	1
Cc1ccc(-c2nc3ccccc3[nH]2)cc1N	.	-0.1	-6	0.9	-2	-3.1	-2	3	1.1	0.9
Cc1cccc(NC(=O)C(c2cccc([N+](=O)[O-])c2)N2CCCCC2)c1 (stereo unspecified)	.	-0.7	-8	0.9	-3	-3.7	-3	17	0.2	0.9
O=C(NCc1ccccc1)C1CCCN(S(=O)(=O)c2cccc3nonc23)C1 (stereo unspecified)	-16	0.1	-10	1	-5	0.4	-4	9	-0.3	1
O=S(=O)(Nc1ccc2c(c1)OCO2)c1ccccc1	.	-0.6	-10	1.1	-4	0.0	0	-4	1.1	1
Cc1ccc(C)c(NC(=S)/C(=C(\[O-])c2ccc(Cl)s2)[n+]2ccccc2)c1	-7	-0.1	2	0.7	8	-1.5	-9	18	2.5	1
O=C(Nc1ccc(Cc2ccncc2)cc1)C1CCC(N2C(=O)C3CC=CCC3C2=O)CC1 (stereo unspecified)	.	-0.3	-6	0.9	0	0.2	-1	-5	2.0	0.8
CC(C)c1ccc(/C=C2\NC(=S)N(Cc3cccnc3)C2=O)cc1	-6	-0.2	-4	1	-5	-0.3	-1	8	5.2	0.9
O=C(NC(=S)Nc1ccccc1F)c1ccc(Br)o1	-12	-0.2	0	1	0	-0.4	5	-6	1.4	0.9
Cc1cc(C(=O)OCC(=O)NC(C)c2ccccc2)c(C)o1 (stereo unspecified)	3	-0.2	-12	1	-4	-0.1	-3	-4	5.1	1.1
CC(C)Cc1nc(N2CCN(C(=O)C(C)C)CC2)c(C#N)c2c1CCC2	.	0.1	13	1	3	0.1	-5	15	-0.3	1.1
CSc1ccc(S(=O)(=O)NCCCOC(C)C)cc1	-6	-0.5	-3	1	-3	-0.8	-2	-1	-1.4	1
CCc1cc(C(=O)N=Nc2c(O)[nH]c3ccc([N+](=O)[O-])cc23)c2ccccc2n1	4	-0.3	-20	1	5	-0.3	-2	4	3.0	1
COc1cc(/C(C)=N/NC(=S)NC(C)C)cc(OC)c1OC	0	-0.4	-3	1	-2	0.7	-4	-3	0.4	0.9
O=C(CSc1ccccn1)Nc1ccc(Cl)c([N+](=O)[O-])c1	-5	-0.1	-7	1	-2	-1.8	0	-2	0.8	1.1
CSc1ccc(C#N)cc1NC(=O)c1cccc(Cl)c1	.	-0.1	-11	1	-6	1.9	-8	-4	4.3	0.9
CCCCCCSc1nc(O)c(C2OC(=O)c3c2ccc(OC)c3OC)c(=O)n1-c1ccccc1 (stereo unspecified)	.	-0.5	-2	1	-5	0.0	0	1	8.6*	1.1
Cc1ccccc1CN1C(=O)Nc2ccccc2C(=O)N1C(C)(C)C	.	-0.1	-8	1	0	0.3	-7	-2	-0.1	0.9
Cc1ccc(C)c(/C(O)=C2/C(=O)C(=O)N(CCN3CCOCC3)C2c2ccco2)c1 (stereo unspecified)	-10	-0.2	-4	1.4	0	3.9	-10	-4	2.0	1.3
Cc1nnc2n1NC(c1ccc(Cl)cc1)C(C(=O)N1CCC(C)CC1)S2 (stereo unspecified)	1	-0.4	-26	1.1	-5	0.4	4	-10	1.8	1.1
Cc1ccc(NC(=O)C2(NC(=O)c3ccccn3)CCCCC2)cc1Br	4	-0.3	-5	0.9	2	-0.4	-3	58*	1.7	1
CC(C)CNC(=O)NC1(C(F)(F)F)Oc2ccccc2O1	-12	-0.2	2	1	5	-1.4	-1	9	1.7	1
Cc1c(Cl)c([N+](=O)[O-])nn1CC(=O)Nc1c(C)n(C)n(-c2ccccc2)c1=O	.	-0.2	-13	1	-4	11	1	-6	3.6	0.9
Cc1cccc(-c2nsc(SCC(=O)NCc3ccco3)n2)c1	-2	0.1	-14	1	-3	1.9	-4	1	1.9	0.9

Reformatted in CSV form: entries from further up
SMILES,S1P3 antag,Hsp70 act,TNAP inh noacc,PMI act hi M6P,TNAP inh hi DEA,Redox H2O2 prof,HMGR II inh,L major viab,RAM network inh,PMI activator
CC(C)c1ccc(/C=C2\NC(=S)N(Cc3cccnc3)C2=O)cc1,-6,-0.2,-4,1,-5,-0.3,-1,8,5.2,0.9
O=C(NC(=S)Nc1ccccc1F)c1ccc(Br)o1,-12,-0.2,0,1,0,-0.4,5,-6,1.4,0.9
Cc1cc(C(=O)OCC(=O)NC(C)c2ccccc2)c(C)o1 (stereo unspecified),3,-0.2,-12,1,-4,-0.1,-3,-4,5.1,1.1

Further structures
SMILES	S1P3 antag	Hsp70 act	TNAP inh noacc	PMI act hi M6P	TNAP inh hi DEA	Redox H2O2 prof	HMGR II inh	L major viab	RAM network inh	PMI activator
C=CCn1c(N)cc(=O)nc1SCC(=O)Nc1ccc2ccccc2c1	.	-0.5	-5	1.1	-3	-0.8	3	4	2.3	1.1
Cc1ccc(CNc2ncc(-c3ccc4c(c3)OCO4)n2C)cc1	-9	-0.3	-10	1	-2	2.3	-2	88*	1.7	1
O=C(Nc1cccc(-c2nc3ccccc3s2)c1)C1=COCCO1	-9	0.0	-11	1	4	0.0	-2	35	-0.1	0.9
O=C(Nc1cccc(Cl)c1Cl)c1cc(S(=O)(=O)NCCc2ccccc2)ccc1F	-2	-0.2	0	1	2	0.6	-5	-6	9.4*	1
COc1ccc(CNC(=O)c2cccnc2Sc2ccc(Cl)cc2)cc1	.	-0.1	7	0.9	-6	2.1	-11	-5	3.9	0.9
O=C(COC(=O)CCc1nc2ccccc2s1)Nc1nc(-c2ccccc2)cs1	-2	-0.2	-6	0.9	-3	5.1	-1	-6	3.0	1
COc1ccccc1C(=O)N1CCN(CCc2ccccc2)CC1	11	-0.2	-8	1	-8	0.5	1	-9	1.6	0.9
CN1CCN(NC(=O)c2cn(-c3ccccc3)nc2-c2cccc(Br)c2)CC1	-5	0.0	-8	1	-1	0.2	-9	35	0.4	1.1
O=C(Nc1ccc(F)cc1)NC1CCN(Cc2nnnn2Cc2ccco2)CC1	10	-0.5	-9	0.9	0	0.5	-2	0	0.0	1
COc1ccccc1NC(=O)CN(C)S(=O)(=O)c1ccc2c(c1)CCC(=O)N2	.	-0.2	-18	1	-2	-0.7	-9	-6	-1.6	1
O=C(C1COc2ccccc2O1)N1CCOCC1 (stereo unspecified)	-3	0.3	-9	1	-2	-0.3	0	-2	1.5	1
O=C(CN1C(=O)c2ccccc2C1=O)N1CCN(c2ccccc2)CC1	-4	-0.2	-9	1	-5	1.6	0	-5	-1.0	0.9
Cc1ccc(C(=O)c2cn(-c3ccc(F)c(Cl)c3)nn2)cc1	.	-0.3	-4	1	1	1.1	1	-3	1.2	1
CC(C)C(Nc1ccc(C(F)(F)F)cc1[N+](=O)[O-])C(=O)O (stereo unspecified)	-20	0.0	-9	0.9	10	-2.3	5	-20	-1.2	1
OCC(O)CN(c1ccccc1)c1ccccc1 (stereo unspecified)	-11	-0.1	-11	1	-2	-0.3	2	-2	0.2	1.1
COc1ccc(C2CC(c3ccc(Cl)cc3)n3nc(N)nc3N2)cc1 (stereo unspecified)	-17	0.2	-14	0.9	-9	-0.3	1	-2	1.1	1
O=C(Nc1ccc(Cl)cc1)N(CCCN1CCOCC1)Cc1cccs1	.	-0.1	-11	1	4	-0.9	1	8	0.3	1
Cc1cc(Cl)ccc1OCc1nnc2n1CCCCC2	-8	-0.3	-2	0.9	-1	-0.9	-6	2	0.2	1
O=C1CC(c2cccc(Br)c2)C2=C(CCCC2=O)N1 (stereo unspecified)	-26	-0.4	-10	1	-2	0.2	-2	4	2.4	0.9
CCCSc1cc(=O)n(-c2ccc(F)cc2)nc1C(=O)OCC	-5	-0.2	-7	1.1	-6	-0.7	-1	2	1.7	1.1
O=C(CCc1ccccc1)NC(=S)Nc1ccc2c(c1)C(=O)OC2	-18	-0.1	-5	1	-1	-0.3	-3	0	8.3	0.9
CCOc1ccc(C(=O)NC(=S)Nc2ccccn2)cc1[N+](=O)[O-]	.	0.5	1	1.2	-1	0.3	2	0	2.0	1.1
COc1ccccc1NC(=O)c1ccc(-c2ccc(Br)cc2)o1	.	-0.1	-1	0.9	-3	0.0	-4	-4	11*	0.9
CCCCCCC1/C(=N/O)CCC1C(=O)OC (stereo unspecified)	-4	0.0	-12	1	-4	1.1	-2	-8	0.0	0.9

Assay outcomes from PubChem.
